Screening results: PubChem BioAssay, National Center for Advancing Translational Sciences (NCATS)
Akt phos inh = Akt phosphorylation inhibition; Neuro2A IGF-stimulated pAkt S473 HTRF, 20 min; active compounds read low; AID 651550; activity change, % for hits at 50 µM; 360,000 tested, 0.32% active; in the data active means activity change below about -80%; inconclusive means mostly about -51% to -80%; further: on the % scale 0 is the no-effect control and ±100 the full control effect
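Neuro2A cells in DMEM with 0.5% FBS, overnight at 37 deg C, given compound at single 50 µM final, then IGF (6 nM final) for 20 min at 37 deg C. Lysed; phospho-Akt Ser473 by HTRF after 24 h, 665/615 ratio.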
CCT modulator = modulators of cytosolic chaperonin (CCT/TRiC) activity | purified chaperonin ATPase assay, HTRF ADP detection, 30 min | activity change, % (no concentration beside the values), hits read low | 360,000 tested, 0.3% active | AID 651819; in the data active means activity change below about -30%; further: on the % scale 0 is the no-effect control and ±100 the full control effect
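Nucleotide hydrolysis assay: TRiC at 20–40 nM final (set by batch activity) with 10 uM ATP, 30 min at 37 °C, in presence of 76 uM compound. Detection by competitive ADP HTRF, 30 min ambient.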
EPAC2 antagonist = antagonists of human EPAC2; Q8WZA2; EPAC2 GEF exchange of Rap1B-BODIPY-GDP, fluorescence; Potency, µM (titrated, usually from 114 µM), without a hit: top-dose activity, negative = inhibition, most hits filed as inhibitors; 360,000 tested, 0.18% active; AID 720708; further: potency means the concentration at half of the fitted maximal effect; on the % scale 0 is the no-effect control and ±100 the full control effect; nearly all actives have a fitted effect of over 45% in size; many of its hits are not listed in these tables
Target sequence (Q8WZA2 whole entry, looked up): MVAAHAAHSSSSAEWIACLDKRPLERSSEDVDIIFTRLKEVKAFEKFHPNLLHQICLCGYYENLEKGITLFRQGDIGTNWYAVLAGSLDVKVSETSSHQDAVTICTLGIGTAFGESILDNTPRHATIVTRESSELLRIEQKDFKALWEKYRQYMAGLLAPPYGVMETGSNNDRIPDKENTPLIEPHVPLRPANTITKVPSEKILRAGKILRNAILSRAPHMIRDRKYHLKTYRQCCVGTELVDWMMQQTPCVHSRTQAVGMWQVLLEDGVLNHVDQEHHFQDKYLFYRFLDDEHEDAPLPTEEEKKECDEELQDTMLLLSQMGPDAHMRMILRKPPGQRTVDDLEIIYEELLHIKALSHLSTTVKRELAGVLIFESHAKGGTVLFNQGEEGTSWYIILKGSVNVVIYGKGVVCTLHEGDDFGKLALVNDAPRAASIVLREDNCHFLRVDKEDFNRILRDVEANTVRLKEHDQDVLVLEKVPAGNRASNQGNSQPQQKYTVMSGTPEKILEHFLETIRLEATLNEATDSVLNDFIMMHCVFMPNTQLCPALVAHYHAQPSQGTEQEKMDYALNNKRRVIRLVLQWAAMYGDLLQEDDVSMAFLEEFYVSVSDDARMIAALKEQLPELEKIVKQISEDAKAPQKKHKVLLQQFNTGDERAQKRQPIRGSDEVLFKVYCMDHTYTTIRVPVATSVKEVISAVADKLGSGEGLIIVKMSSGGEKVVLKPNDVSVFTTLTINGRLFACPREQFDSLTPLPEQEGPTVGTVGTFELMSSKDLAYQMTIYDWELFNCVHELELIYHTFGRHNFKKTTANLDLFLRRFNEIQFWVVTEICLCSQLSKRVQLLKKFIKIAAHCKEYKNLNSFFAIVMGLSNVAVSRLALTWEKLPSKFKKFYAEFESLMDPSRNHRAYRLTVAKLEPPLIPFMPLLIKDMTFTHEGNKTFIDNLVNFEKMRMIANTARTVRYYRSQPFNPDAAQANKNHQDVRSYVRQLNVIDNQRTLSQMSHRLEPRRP
Nrf2 inh = blocks Nrf2 signaling | A549 ARE-Fluc reporter, luciferase luminescence, 18-24 h | 360,000 tested, 2.1% active | Potency, µM (series often up to 46 µM), without a hit: top-dose activity change, negative = inhibition, hits mostly inhibitors | AID 504444; further: potency means the concentration at half of the fitted maximal effect; on the % scale 0 is the no-effect control and ±100 the full control effect; nearly all actives have a fitted effect of over 60% in size
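Two sequential reads on A549 ARE_Fluc cells exposed to compound for 18-24 h: a CellTiter-Fluor fluorescence read for viability, then a luciferase luminescence read for Nrf2/ARE activity.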
EPAC2 agonist = agonists of human EPAC2 (RAPGEF4) | Q8WZA2 | EPAC2 activation, biochemical qHTS; response scale: 100% = 6.5 mM cAMP response | Potency, µM (highest dose often 154 µM), for inactives: top-dose activation, actives largely listed as activators | 360,000 tested, 0.079% active; further: potency means the concentration at half of the fitted maximal effect; nearly all actives have a fitted effect of over 50% in size
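Compounds were titrated in qHTS against a Rap1B-BODIPY-GDP (250 nM) complex with EPAC2 (100 nM) and GDP (50 uM). BODIPY-GDP release tracked at 480/540 nm over 30 min at room temperature, normalized to 6.5 mM cAMP.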
Nrf2 ARE act = activates Nrf2 signaling; 410,000 tested, 0.31% active; AID 624171; Potency, µM (top dose mostly 46.1 µM), for the others: top-dose activation, hits mostly activators; AREc32 ARE-luciferase reporter (MCF7-derived line), luminescence, 24 h; further: potency means the concentration at half of the fitted maximal effect; % of control where 0% means no effect; nearly all actives have a fitted effect of over 65% in size
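Cells of the AREc32 ARE-luciferase line are plated in OPTI-MEM containing 5% FBS and left overnight at 37 deg C. Compounds are pinned in, incubation continues 24 hr, and firefly luciferase signal is then measured.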
Mm-Cpn inhibitor = M. maripaludis TRiC chaperonin inhibition; purified Mm-Cpn ATPase, ADP Transcreener TR-FRET; Potency, µM (highest dose often 76.9 µM), without a hit: top-dose activity, negative = inhibition, actives largely listed as inhibitors; 330,000 tested, 0.031% active; further: potency means the concentration at half of the fitted maximal effect; on the % scale 0 is the no-effect control and ±100 the full control effect; nearly all actives have a fitted effect of over 80% in size
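ATP (10 uM final) was added to archaeal chaperonin (25 nM final) after 10 min exposure to test compound at 37°C; after 30 min further incubation, ADP was detected by competitive TR-FRET.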
TGFb SMAD3 inh = TGF-b pathway inhibition. Potency, µM (top dose mostly 46.1 µM), inactives show at the highest dose activity, negative = inhibition, most hits filed as inhibitors. HepG2 CAGA-GFP TGF-b/SMAD3 reporter, GFP fluorescence, 18 h; TGF-beta stimulated, 500 pg/mL final. AID 588855. 410,000 tested, 1.2% active; further: potency means the concentration at half of the fitted maximal effect; on the % scale 0 is the no-effect control and ±100 the full control effect; nearly all actives have a fitted effect of over 65% in size
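Cell-based qHTS in HEPG2 carrying a CAGA-GFP Smad reporter; compounds added before 500 pg/mL final TGF-beta, 18 h incubation at 37 degrees C, GFP fluorescence quantified per cell by imaging cytometry.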
A549 viability = A549 cytotoxicity, counter-screen for Nrf2 inhibitors | 390,000 tested, 0.16% active | A549 ARE-Fluc cells, CellTiter-Fluor viability, 18-24 h | Potency, µM (top dose mostly 46 µM), inactives show at the highest dose activity change, negative = cytotoxicity, actives largely listed as inhibitors; further: potency means the concentration at half of the fitted maximal effect; on the % scale 0 is the no-effect control and ±100 the full control effect
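Cytotoxicity counterscreen: CellTiter-Fluor fluorescence was measured in A549 ARE_Fluc cells after 18-24 h of compound exposure in a concentration series. The subsequent BugLite luminescent read reports ARE-luciferase activity.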
* marks the source's active call; other numbers are inactive results; i = inactive; ? = inconclusive; . = no result given; & = joins results of further samples; [ ] = remark or other dose. Unless noted, the call rests on the fitted dose curve; in most records, active means well fitted curve in the direction sought with a large enough effect; inconclusive means small, poorly fitted or top-dose-only effect, or another doubt; inactive means no such curve, though single readings can be large; an effect the other way counts as inactive or inconclusive. The list is partial; count on the stated rates, not on these rows.

Sequence of screens – Akt phos inh | CCT modulator | EPAC2 antagonist | Nrf2 inh | EPAC2 agonist | Nrf2 ARE act | Mm-Cpn inhibitor | TGFb SMAD3 inh | A549 viability
- O=C(CNS(=O)(=O)c1ccccc1)OCC(=O)c1ccc(OC(=O)c2ccccc2)cc1
→ i | -0.2 | -2% | -14% | -7% | 11% | -2% | -6% | -1%
- COc1ccc(Cn2cnc3c([N+](=O)[O-])c(C)c(C)cc32)cc1
→ i | -1.4 | -3% | ? | 15% | -0.5% | 1% | -13% | .
- CCC(=O)N1CCc2cc(OC)c(OC)cc2C1COc1ccccc1OC (configuration not stated)
→ i | 0.8 | 45µM* | -26% | -1% | 0.3%&-0.7% | 1% | 25%&-18% | 22%&-7%
- Nc1ccn([C@@H]2O[C@H](CNCc3cnc(N4CCOCC4)nc3)[C@@H](O)[C@H]2O)c(=O)n1
→ i | -1.3 | 6% | . | -2% | -0.6% | . | 20% | .
- Cc1ccccc1OCc1nc2ccccc2c(=O)n1N
→ i | -1.1 | -2% | . | 6% | 8.2% | 0% | -4% | 3%
- Cc1ccc(Cn2c(C)c(C(=O)NCc3ccc4c(c3)OCO4)sc2=O)cc1
→ i | -8.0 | -4% | . | 13% | 3.7% | . | -9% | .
- CC(C)CC(=O)Nc1nc2ccc(S(=O)(=O)N3CCOCC3)cc2s1
→ i | -1.3 | 1% | 2% | 5% | 1.9% | -3% | 2% | ?
- Cc1ccc(C(=O)N/N=C\c2ccc3c(c2)OCO3)cn1
→ i | -6.2 | -20% | -1% | 11% | -0.2% | 1% | -4% | 4%
- Cn1c(=O)c(Nc2ccc(O)cc2)c2c3c(cccc31)C(=O)c1ccccc1-2
→ i | -2.7 | -6% | ? | 11% | ? | ? | 0% | ?
- COC(=O)c1ccc(N2CCOCC2)c(NC(=O)c2ccc3c(c2)OCCO3)c1
→ i | -1.7 | 9% | 4% | -4% | 0.6% | -7% | -19% | -15%
- CC1c2nc3ccccc3n2C(CC(=O)NC2CC2)C(=O)N1Cc1ccccc1 (configuration not stated)
→ i | -3.6 | 6% | -3% | 9% | -0.1% | 0% | 1% | 0%
- CCOc1ccccc1NC(=O)c1c(NC(=O)c2ccncc2)sc2c1CCC(C(C)(C)C)C2 (configuration not stated)
→ . | . | . | 0% | . | 0.5% | . | 15% | -6%
- O=C(CN1C(=O)c2ccccc2S1(=O)=O)N1CCN(c2cccc(Cl)c2)CC1
→ i | -1.2 | 0% | 7% | 2% | 0.5% | . | -6% | -9%
- CC12CC3OC3CC1CCC1C2CCC2(C)C1CCC21OCCO1 (configuration not stated)
→ i | -1.7 | -15% | -11% | 18% | 0.2% | . | 5% | 5%
- C=CCOC(=O)C1=C(C)NC(C)=C(C(=O)OCC=C)C1c1ccc(C)o1
→ i | -3.4 | -17% | ? | 8% | 2.8% | 1% | -14% | -6%
- O=C(NCCCN1CCOCC1)c1ccccc1NS(=O)(=O)c1ccc(Br)cc1
→ i | -1.5 | -4% | -1% | 17% | 0.5% | 1% | 5% | 1%
- Cc1ccccc1CN1CC2=C(CCN(Cc3ccccc3)C2=O)N2CCN=C12
→ i | -1.3 | -11% | . | 6% | -0.2% | . | 12% | .
- COC(=O)CCc1c(C)c(C(=O)c2ccco2)c2ccccn12
→ i | -1.0 | 15% | 0% | 1% | 3.0% | -5% | -6% | -13%
- CCOc1ccccc1NC(=O)C1CCCN(S(=O)(=O)c2cccc3cccnc23)C1 (configuration not stated)
→ i | 1.0 | 0% | 0% | 6% | -1.0% | -1% | 11% | -1%
- CS(=O)(=O)c1ccc(NC(=O)CCN2C(=O)C3CCCCC3C2=O)cc1 (configuration not stated)
→ i | 1.0 | 10% | 4% | 7% | 1.4% | 0% | -7% | 1%
- NC(=O)C1CCN(CCC(=O)Nc2ccc(Br)cc2)CC1
→ . | 1.3 | -11% | -8% | 9% | 0.6% | -5% | 16% | -2%
- CN(CC(=O)Nc1ccc(F)cc1)C(=O)Cn1c(=O)oc2ccccc21
→ i | -0.1 | 0% | -1% | 8% | 0.1% | 0% | -4% | 1%
- CC1(C)CC(=O)N(c2cccc(Cl)c2)C(=O)C1
→ i | -3.0 | 6% | 5% | 10% | 0.3% | 1% | -13% | -3%
- O=C(O)/C=C/C(=O)Nc1ccc(S(=O)(=O)N2CCCC2)cc1
→ i | 0.1 | -8% | -12% | 3% | 0.2% | 0% | -2% | 16%
- O=C(CC1CCCCC1)NCc1ccc(Cl)cc1
→ i | -1.2 | 2% | ? | 9% | 2.4% | -1% | -2% | 1%
- Cc1cc(NC(=O)Nc2cc(Cl)sc2Cl)no1
→ i | 0.1 | -1% | -24% | 6% | 3.2µM* | 1% | 3% | 2%
- C/C=C/C=N/NC(=O)CN(c1ccc(Br)cc1)S(=O)(=O)c1ccccc1
→ i | -2.9 | -7% | 15% | 11% | 1.8% | 2% | 6% | -5%
- O=C(CCCOC(=O)c1ccc(O)cc1O)c1ccc(Br)cc1
→ i | -1.2 | 11% | 8% | 23% | -0.7% | -2% | ? | -3%
- CCCCOc1ccc(C(=O)NCC(=O)N2CC=C(c3ccccc3)CC2)cc1
→ i | 0.0 | 2% | ? | 4% | -0.1% | -1% | 0% | 1%
- Cc1cc(C)nc(SCC(N)=O)n1
→ i | -1.0 | 2% | 0% | 4% | -0.6% | 4% | 3% | -3%
- CN1CCN(C(=O)c2ccccc2NC(=O)c2ccc(C(C)(C)C)cc2)CC1
→ i | -1.9 | -1% | ? | 9% | 0.5% | 1% | 9% | 5%
- COc1ccc(CNC(=O)c2cc3cc4ccc(C)cc4nc3o2)cc1
→ . | . | . | -16% | . | 0.4% | . | ? | -2%
- COc1ccc(Cl)cc1CSc1n[nH]c(C)n1
→ i | -2.0 | 5% | -15% | 15% | -0.7% | 0% | 5% | -5%
- CC1(C)CC(=O)c2cnc(NC3CC3)nc2C1
→ i | -3.9 | -3% | 6% | 3% | 2.8% | 0% | 0% | 0%
- C=CCNc1nc(SCC=C)nc2ccsc12
→ i | -0.9 | 3% | -9% | 2% | 3.1% | 2% | -5% | 4%
- C/C(=N\OC(=O)c1ccc(Cl)cc1)c1sc(-c2ccccc2)nc1C
→ i | 2.1 | 17% | ? | 4% | 2.4% | -3% | 4% | 6%
- O=Cc1c(N2CCCCCC2)nc2ccccn2c1=O
→ i | -0.2 | 1% | 8% | 9% | 0.0% | -1% | ? | ?
- CCOc1ccc(N(CC(=O)NCc2ccco2)S(=O)(=O)c2ccc(OC)c(OC)c2)cc1
→ . | -0.1 | -11% | -5% | 0%[15.6 µM] | 2.2% | 0% | -17% | 1%
- CC(C)Oc1ccc(CN2CCCC(CO)(Cc3ccc(F)cc3)C2)cc1 (configuration not stated)
→ i | 1.4 | -1% | 11% | -6% | 0.3%[9.22 µM] | 0% | -26% | -7%
- CCC(=O)N1CCC(C(N)=O)(N2CCCCC2)CC1
→ i | 0.6 | -5% | 6% | 1% | 0.4% | -1% | -7% | 0%
- C=CCOC(=O)C1=C[C@H](c2csc3ccccc23)C[C@H](OCc2ccc(CO)cc2)O1
→ i | -3.3 | -4% | -16% | 14% | 4.5% | . | -31% | -4%
- CCC1(C)NC(=O)N(CC(=O)Nc2cc(C)on2)C1=O (configuration not stated)
→ i | -2.1 | 1% | -7% | 7% | 0.1% | -1% | -4% | 6%
- CCN(CC)S(=O)(=O)c1ccc(C)c(NC(=O)CSc2nc3ccccc3[nH]2)c1
→ i | 0.2 | -3% | -18% | 22% | 2.9%[9.22 µM] | 0% | -25% | 8%
- O=S(=O)(Nc1ccc(F)cc1)N1CCOCC1
→ i | -0.4 | 3% | -14% | 7% | -0.4% | 1% | 5% | 3%
- O=C(COC(=O)c1c[nH]c(=O)[nH]c1=O)Nc1ccccc1Br
→ i | -1.0 | 0% | 0% | 2% | 0.0% | -1% | 1% | -6%

Of the compounds above, these contain a Cl atom.
Sequence of screens – Akt phos inh | CCT modulator | EPAC2 antagonist | Nrf2 inh | EPAC2 agonist | Nrf2 ARE act | Mm-Cpn inhibitor | TGFb SMAD3 inh | A549 viability
- O=C(CN1C(=O)c2ccccc2S1(=O)=O)N1CCN(c2cccc(Cl)c2)CC1
→ i | -1.2 | 0% | 7% | 2% | 0.5% | . | -6% | -9%
- CC1(C)CC(=O)N(c2cccc(Cl)c2)C(=O)C1
→ i | -3.0 | 6% | 5% | 10% | 0.3% | 1% | -13% | -3%
- O=C(CC1CCCCC1)NCc1ccc(Cl)cc1
→ i | -1.2 | 2% | ? | 9% | 2.4% | -1% | -2% | 1%
- Cc1cc(NC(=O)Nc2cc(Cl)sc2Cl)no1
→ i | 0.1 | -1% | -24% | 6% | 3.2µM* | 1% | 3% | 2%
- COc1ccc(Cl)cc1CSc1n[nH]c(C)n1
→ i | -2.0 | 5% | -15% | 15% | -0.7% | 0% | 5% | -5%
- C/C(=N\OC(=O)c1ccc(Cl)cc1)c1sc(-c2ccccc2)nc1C
→ i | 2.1 | 17% | ? | 4% | 2.4% | -3% | 4% | 6%
